# Assay outcomes (PubChem BioAssay)
# ROC1-CUL1 inh: inhibitors of human ROC1-CUL1 ubiquitin ligase activity; E3 ubiquitin-protein ligase RBX1 (Homo sapiens) + Cullin-1 (Homo sapiens), P62877+Q13616; in vitro K48 di-Ub FRET, acceptor:donor ratio, 45 min; inhibition, % at 10 µM; 0.6% of 140,000 active; in the data active = inhibition above about 25%
# Target sequence (P62877 whole entry, looked up): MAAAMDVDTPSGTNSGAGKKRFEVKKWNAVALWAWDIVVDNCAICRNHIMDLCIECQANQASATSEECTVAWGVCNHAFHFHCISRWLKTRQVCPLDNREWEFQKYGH
# Target sequence (Q13616 whole entry, looked up): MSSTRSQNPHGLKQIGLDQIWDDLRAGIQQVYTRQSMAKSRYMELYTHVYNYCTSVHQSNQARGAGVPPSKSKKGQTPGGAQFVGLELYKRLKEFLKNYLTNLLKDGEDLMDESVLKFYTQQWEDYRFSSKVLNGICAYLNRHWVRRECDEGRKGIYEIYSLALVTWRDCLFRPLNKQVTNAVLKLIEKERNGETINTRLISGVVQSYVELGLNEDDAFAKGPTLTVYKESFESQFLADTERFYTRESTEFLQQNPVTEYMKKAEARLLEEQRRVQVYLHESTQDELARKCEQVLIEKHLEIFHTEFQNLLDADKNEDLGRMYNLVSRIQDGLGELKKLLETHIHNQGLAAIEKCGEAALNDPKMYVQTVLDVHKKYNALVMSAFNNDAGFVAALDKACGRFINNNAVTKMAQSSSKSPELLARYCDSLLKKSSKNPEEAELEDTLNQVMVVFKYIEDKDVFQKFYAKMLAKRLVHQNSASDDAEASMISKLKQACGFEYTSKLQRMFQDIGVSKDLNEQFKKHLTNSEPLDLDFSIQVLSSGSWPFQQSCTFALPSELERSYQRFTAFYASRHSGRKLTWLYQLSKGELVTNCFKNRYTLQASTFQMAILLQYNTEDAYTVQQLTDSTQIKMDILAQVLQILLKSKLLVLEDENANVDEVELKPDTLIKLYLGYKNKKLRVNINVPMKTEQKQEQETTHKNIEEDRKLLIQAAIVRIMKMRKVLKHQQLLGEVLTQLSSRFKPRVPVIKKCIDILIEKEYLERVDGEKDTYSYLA
# Starred values were filed as active, the others as inactive. Some of the compounds tested; count on the stated rates, not on these rows.
SMILES,ROC1-CUL1 inh
CCN1CCN(C(=O)c2ccc3c(c2)N(Cc2ccc(Cl)cc2)C(=O)c2ccccc2S3=O)CC1 (stereo not given),-11
Cc1ccc2c(c1)CN(Cc1cccc(OCCO)c1)CC(c1ccsc1)O2 (stereo not given),3
O=C1CC2c3ccccc3C1C1C(=O)N(c3cccc(C(F)(F)F)c3)C(=O)C21 (stereo not given),1
COC(=O)/C(=C/c1ccc(OC(=O)c2ccc(OC)cc2)cc1)c1ccccc1,1
O=[N+]([O-])c1cc2c(cc1NC(c1ccccc1)(c1ccccc1)c1ccccc1)CCCC2,4
O=C(N/N=C/c1ccc(Br)s1)c1c[nH]c2ccccc12,-2
COC(=O)c1ccc([C@@H]2[C@H]3CC(C(C)(C)C)CC=C3C(C#N)C(=N)C2(C#N)C#N)cc1 (stereo not given in full),3
COC(=O)c1sccc1NC(=O)c1ccc(COc2ccccc2OC)cc1,-8
CCCCOc1ccc(CN2C(=O)C(=O)c3cc(C)ccc32)cc1OC,-10
Cc1cc(Sc2ccc(Cl)cc2)nc2ccccc12,3
CCCOc1ccc(N=c2ssc3c2-c2cc(C)ccc2NC3(C)C)cc1,7
c1ccc2c(c1)CSc1ccccc1N2,-6
N#CN=C(SCc1ccccc1)SCc1ccccc1,5
Cc1nc2ccn(Cc3cccs3)c(=O)c2cc1C(=O)NCc1ccc(Br)cc1,3
O=C(NNc1ccc(Cl)nn1)NC1CCCCC1,6
COc1ccc(NC(=O)CN2C(=O)CC(c3ccc(C)c(C)c3)=Nc3ccccc32)cc1OC,0
CCC(C)NC(=O)C1C2CCC(O2)C1C(=O)O (stereo not given),-5
COc1ccccc1C(=O)Nc1c(C(=O)c2ccccc2)oc2ccccc12,-3
CCc1noc(C)c1C(=O)NC1CCN(Cc2ccccc2)CC1,4
COc1ccc(NC(=O)CCCSc2nc(-c3ccco3)cc(C(F)(F)F)n2)cc1OC,-2
O=C(CSc1nc2c(c(=O)[nH]1)CCCC2)Nc1cccc(O)c1,3
CCOc1ccccc1NC(=O)C(=O)NCCc1sc(-c2cccc(F)c2)nc1C,2
CCN1C(=O)c2ccccc2S(=O)c2ccc(C(=O)N3CCN(c4cc(Cl)ccc4C)CC3)cc21 (stereo not given),4
N#Cc1ccc(C2Nc3cccc4cccc(c34)N2)cc1,0
O=C(c1c(F)cccc1Cl)N1CCN(c2ccccc2F)CC1,8
Cc1nn2c(C)c(C(=O)O)cnc2c1-c1ccccc1,2
O=C(Nc1cc(-c2ccccc2)sc1C(=O)O)c1cccc(F)c1,-3
CC(=O)NC(NC(=S)N=C1C(=O)N(c2ccccc2)N(C)C1C)C(Cl)(Cl)Cl (stereo not given),-2
O=C(CN1C(=O)COc2ccc(S(=O)(=O)N3CCCC3)cc21)N1CCN(c2cccc(C(F)(F)F)c2)CC1,8
COC(=O)c1ccccc1NS(=O)(=O)c1cc2c3c(c1)CC(=O)N3CCC2,-3
COc1cc(Br)c(C2CC(=O)Nc3cc4c(cc32)OCCO4)cc1OC (stereo not given),-8
COC(=O)Cc1ccc(NC(=S)NCc2ccc(S(N)(=O)=O)cc2)cc1,-7
CCCCCCn1c(=N)c(C(N)=O)cc2c(=O)n3ccccc3nc21,1
NS(=O)(=O)c1ccc2[nH]c(=O)c3nnc(-c4ccc(Cl)cc4Cl)n3c2c1,12
COc1cc(Cl)c(NC(=O)CC(C)S(=O)(=O)c2cc3c(cc2C)NC(=O)CO3)c(OC)c1 (stereo not given),1
O=C(CC(=O)c1ccc(F)cc1)CC(=O)c1ccc(F)cc1,7
CCOC(=O)c1ccccc1NC(=O)N1CCCn2nc(C)cc21,-3
Cc1ccc2nnc(N3CCCC3)n2n1,0
COc1ccc(C(=O)Nc2cc3c(cc2C(=O)c2ccccc2Cl)OCCO3)cc1,-15
O=c1[nH]c2ccccc2cc1CNc1ccc(Cl)cc1,-17
CCC(Oc1ccc(Cl)cc1Cl)C(=O)NC(C)C1CCCO1 (stereo not given),4
CCOC(=O)C1(CCCc2ccccc2)CCCN(C(=O)CN2CCCC2=O)C1 (stereo not given),-5
Cn1cc(CN2CCC(CCC(=O)NC3CC3)CC2)c(-c2ccccc2)n1,-7
CCCC(=O)Nc1ccc(C(=O)Nc2ccc(Br)cc2C)cc1,6
O=C(CCC1CCN(Cc2ccncc2)CC1)NC1CC1,-2
Cc1ccc(NC(=O)C(C)C)c(C)c1,3
CNc1nc(N)c(C(=O)C(C)(C)C)s1,3
CC(=O)N1CCc2cc(S(=O)(=O)C(C)CC(=O)Nc3ccc(Br)c(C)c3)ccc21 (stereo not given),-1
CCCCCn1c(=O)[nH]c2cc(C(=O)N3CCN(c4ccccc4)CC3)ccc2c1=O,-3
COc1ccc(/C=C/c2nc3ccccc3s2)cc1,2
COc1ccc(-c2ccc3c(N)c(C(=O)Nc4nnc(SCc5ccccc5)s4)sc3n2)cc1,-2
O=C1CCCCN1CC(=O)N1CCc2c([nH]c3ccccc23)C1C1CCCCC1 (stereo not given),7
Cc1ccc(NC(=O)CSc2cn(CC(=O)N3CCOCC3)c3ccccc23)cc1Cl,0
CSC1=C(c2ccccc2)C(=NC(C)(C)C)C1,7
Cc1cc(C)cc(NC(=O)C(=O)NCC(c2ccc3c(c2)OCO3)N2CCOCC2)c1 (stereo not given),-5
CC(Oc1ccc(-c2ccccc2)cc1)C(=O)N/N=C/c1ccc(Br)s1 (stereo not given),7
Cc1c(Cl)cccc1NC(=O)C1CCCN(c2ncnc3onc(C)c23)C1 (stereo not given),-16
Cc1cc(NC(=O)C2CCN(S(=O)(=O)c3cccc4nsnc34)CC2)ccc1Br,0
Cc1ccc(C)c(OCC(=O)O)c1,2
CCOc1ccc(-c2nonc2NC(=O)c2oc3ccc(Br)cc3c2C)cc1,8

# Next compounds.
SMILES,ROC1-CUL1 inh
O=C1N=C(Cc2ccc3c(c2)OCO3)C(=O)N1c1ccc(Cl)cc1,-9
COc1ccc(COC(=O)C2C(C)=NC3=C(C(=O)CC(C)(C)C3)C2c2ccc(O)c(OC)c2)cc1 (stereo not given),-3
COCCOc1cccc(NC(=O)C(C)(C)C)c1,-5
CCOC(=O)c1cccc(NC(=O)c2cc(C)nc3c2c(C)nn3-c2ccc(C)cc2)c1,3
CC(=O)C1=NN(c2cccc(Cl)c2C)C2(S1)c1ccccc1C(c1ccc(C)cc1)=NN2c1ccccc1 (stereo not given),-2
CC(C)(C)c1[nH]nc2c1C(c1ccc(F)cc1)C(C#N)C(=N)O2 (stereo not given),-5
CC1CCc2nc3ncn(CC(=O)Nc4cccc(C#N)c4)c(=O)c3cc2C1 (stereo not given),10
O=C(CSc1nccn1Cc1ccc(F)cc1)NCc1ccc(F)cc1,-5
O=C(Nc1ccc2c(c1)OCCO2)c1ccc(CNS(=O)(=O)c2cccc(Cl)c2)cc1,-1
CCOC(=O)c1ccc(N2C(=O)c3n[nH]c(-c4ccco4)c3C2c2ccc(O)c(OCC)c2)cc1 (stereo not given),-2
CCOc1ccc(NC(=O)Cn2ccn(-c3ccc(F)c(F)c3)c(=O)c2=O)cc1,-12
O=C(c1sc2cccc(Cl)c2c1Cl)N1CCN(c2cccc(Cl)c2)CC1,-13
COCCn1cnc2cc(NC(=O)C3CCCCC3)cc(C(=O)NCc3ccc(C)c(F)c3)c21,4
C#CCOC(=O)CCCC(=O)Nc1ccc([N+](=O)[O-])cc1,4
c1ccc(C2=NOC3=NC(c4ccccc4)=NOC3=N2)cc1,17
Cc1ccc(OCCSc2nc3ccccc3s2)cc1,1
COC(=O)c1cc(CNC(=O)c2ccccc2OC)cc(NC(=O)c2ccco2)c1,-5
Cc1ccc(COc2ccc(/C=C3\C(=O)NN(c4ccccc4)C3=O)cc2)cc1,-11
Cc1cccc(OCCSc2nc3ccc(NC(=O)c4cccs4)cc3s2)c1,5
CCOC(=O)N1CCN(c2ncc3c(n2)CC(c2ccccc2O)CC3=O)CC1 (stereo not given),2
C=CCOc1ccc(C(=O)C2C(=O)C(=O)N(CCOC)C2c2ccc(Cl)c(Cl)c2)cc1 (stereo not given),-3
C=CCOn1c(=O)c(=O)n(OC)c2ccccc21,1
COc1ccc(-c2cccc(-c3ccn(Cc4cccnc4)n3)c2)cn1,9
O=[N+]([O-])c1ccc(-c2csc(N/N=C/c3cccnc3)n2)cc1,2
Cc1ccccc1N1CCN(C(=O)c2c(F)cccc2F)CC1,-3
CCC(C)NC(=O)Cn1c(=O)ccc2cc(S(=O)(=O)N3CCCC3)ccc21 (stereo not given),-5
Cc1csc2nc(-c3cccc(NC(=O)c4ccccc4F)c3)cn12,6
O=C(CSc1nc2sc3c(c2c(=O)[nH]1)CCCC3)NCCN1CCOCC1,2
CN=C1S/C(=C\c2ccc(N3Cc4ccccc4C3)cc2)C(=O)N1C,9
COCCn1c(CCC(=O)Nc2ccc(OC)c(OC)c2)nc2cccnc21,0
Cc1occc1C(=O)N(C)CC1CCN(CCc2ccccc2F)CC1,0
COc1cccc(/C=C2/SC(=O)N(CC(=O)N3CCc4ccccc4C3)C2=O)c1OCC(=O)O,9
CN(C(=O)c1ccc(-n2nncc2-c2ccccc2)cc1)c1ccccc1,-2
COCCNCc1ccc2c(c1)OCO2,-11
O=C(NCCc1ccccc1)c1ccc2c(c1)CCN2S(=O)(=O)c1ccccc1,-7
Cc1cc(C)c(NC(=O)C2CCN(c3nn4c(=O)cc(C)nc4s3)CC2)c(C)c1,-6
N=c1c2sc3nc(-c4cccs4)cc(-c4ccccc4)c3c2ncn1N,8
COc1cccc(-c2noc3c2CN(c2nc(C)cc(C)n2)CC3)c1,7
COC(=O)c1sccc1NC(=O)Nc1ccccc1C(F)(F)F,-2
Cc1ccc(CNc2nc(-c3ccco3)nn2C(=O)c2ccccc2[N+](=O)[O-])cc1,2
COCCOc1ccc(C(=O)Nc2cc(C)cc(C)c2)cc1,3
CCCCOC(=O)C(CCCCN1C(=O)c2ccccc2C1=O)N1C(=O)c2ccccc2C1=O (stereo not given),-7
Cc1ccc(C2C(C)C(N3CCC(C(=O)NC(C)c4ccccc4)CC3)NS2(=O)=O)cc1C (stereo not given),-9
CCOC(=O)c1cc(S(=O)(=O)Nc2ccccc2OCC)[nH]n1,8
COc1ccccc1-c1n[nH]c2c1CN(C(=O)c1csc(SC)n1)CC2,6

# 16 entries out of the list, ordered by number of heavy atoms, ascending.
SMILES,ROC1-CUL1 inh
Cc1cc(Sc2ccc(Cl)cc2)nc2ccccc12,3
Cc1nn2c(C)c(C(=O)O)cnc2c1-c1ccccc1,2
O=C(CCC1CCN(Cc2ccncc2)CC1)NC1CC1,-2
CCC(Oc1ccc(Cl)cc1Cl)C(=O)NC(C)C1CCCO1 (stereo not given),4
O=C(CSc1nc2c(c(=O)[nH]1)CCCC2)Nc1cccc(O)c1,3
CCOC(=O)c1ccccc1NC(=O)N1CCCn2nc(C)cc21,-3
Cc1csc2nc(-c3cccc(NC(=O)c4ccccc4F)c3)cn12,6
CCCCOc1ccc(CN2C(=O)C(=O)c3cc(C)ccc32)cc1OC,-10
Cn1cc(CN2CCC(CCC(=O)NC3CC3)CC2)c(-c2ccccc2)n1,-7
O=C1CC2c3ccccc3C1C1C(=O)N(c3cccc(C(F)(F)F)c3)C(=O)C21 (stereo not given),1
Cc1nc2ccn(Cc3cccs3)c(=O)c2cc1C(=O)NCc1ccc(Br)cc1,3
COC(=O)c1cc(CNC(=O)c2ccccc2OC)cc(NC(=O)c2ccco2)c1,-5
Cc1cc(C)cc(NC(=O)C(=O)NCC(c2ccc3c(c2)OCO3)N2CCOCC2)c1 (stereo not given),-5
CCOC(=O)c1cccc(NC(=O)c2cc(C)nc3c2c(C)nn3-c2ccc(C)cc2)c1,3
Cc1ccc(C2C(C)C(N3CCC(C(=O)NC(C)c4ccccc4)CC3)NS2(=O)=O)cc1C (stereo not given),-9
CCCCOC(=O)C(CCCCN1C(=O)c2ccccc2C1=O)N1C(=O)c2ccccc2C1=O (stereo not given),-7

# Later entries.
SMILES,ROC1-CUL1 inh
CCN(C)C(=O)Cc1c2c(n(CCc3ccccc3)c1C)CCCC2=O,-5
Cn1c(=O)c2nc3c(nc2n(C)c1=O)[nH]c1ccccc13,-1
CCOC(=O)C(O)(c1ccc(N(C)C(C)=O)cc1)C(F)(F)F (stereo not given),-3
CCCc1ccc(OCC(O)CN2CCN(C(=O)OCC)CC2)cc1 (stereo not given),-8
CC(C)(C)NC(=O)N1CCC(N2CCCC(C(=O)NCc3cccnc3)C2)CC1 (stereo not given),3
CC(C)c1ccc(NC(=O)CN2C(=O)COc3ccc(S(=O)(=O)N4CCCCC4)cc32)cc1,3
CC(C)CC(=O)NC1CCN(Cc2ccccc2)CC1,1
O=C(c1cnn2c1NC(c1cccs1)CC2C(F)(F)F)N1CCN(C(c2ccccc2)c2ccccc2)CC1 (stereo not given),3
CC(C)NCc1cccc(OCC(O)CN2CCc3ccccc3C2)c1 (stereo not given),-1
COc1ccc(NC(=O)c2c(N)c(C(=O)c3ccc(C)cc3)n3ccccc23)cc1OC,-8
CCOC(=O)c1c(C2CC2)csc1N,3
O=C(Nc1ccc(Cl)cc1C(=O)NCCN1CCOCC1)c1ccco1,0
COc1ccc(NC(=O)CCc2nnc3n(C)c(=O)c4sccc4n23)cc1,-3
N#Cc1ccc(/C=N/N=C2\SC(=Nc3ccccc3)C(=Nc3ccccc3)N2c2ccccc2)cc1,6
COc1ccc(C2(CNC(=O)c3ccc(Cl)cc3)CCCC2)cc1OC,7
Cc1c(-c2nc(-c3ccc4c(c3)[nH]c(=O)n4C)no2)cccc1[N+](=O)[O-],5
COC(=O)c1ccc(-c2ccc(C(=O)OC)s2)s1,-7
Oc1ccc(C2=NNc3nc4ccccc4nc3O2)cc1,0
CCN(CC)c1ccc(/C=N/NC(=O)c2cc3c(ccc4ccccc43)o2)c(OC)c1,1
CNC(=O)c1ccccc1NC(=O)c1cccs1,11
CC1=NC(=O)C(C(=O)/C=C/c2ccccc2)=C2CCCCC12 (stereo not given),8
COc1ccc(S(=O)(=O)N(C)CC(=O)Nc2ccc(Cl)c(C(F)(F)F)c2)cc1OC,-10
CNCc1cn(C2CCN(Cc3ccsc3)CC2)nn1,-5
